Screening data (PubChem)
GLS inhibitor = inhibitors of human glutaminase (GLS). Potency, µM (titrated, usually from 45.5 µM), for inactives: at the highest dose activity change, negative = inhibition, most hits filed as inhibitors. 410,000 compounds, 0.21% hits. AID 624170. GLS enzymatic activity, qHTS titration; also: potency is read from the fitted curve at half-maximal effect; % is scaled to controls: 0 for no effect and ±100 for the full control effect
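Read-out is an Amplex red fluorescence increase coupled through glutamate oxidase and HRP, measured before and after 30 min room-temperature incubation. hKGA is in 45 mM KH2PO4 (pH 8.2) with 0.02% Tween-20; glutamine added as 1mM solution.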
ERG Ets-DNA blk = inhibitors of human ERG Ets domain-DNA interaction; fluorescence polarization, His-ERG Ets domain / labelled DNA; P11308; Potency, µM (highest dose often 76.9 µM), for the others: at the top dose FP activity, negative = inhibition, most hits filed as inhibitors; 370,000 compounds, 0.028% hits; active = well fitted inhibition curve with a large enough effect in the polarisation, with a control signal flat; inconclusive = small, poorly fitted or top-dose-only effect, or effect the other way, or a change in a side signal; inactive = no such curve, though single readings can be large or run the other way; the % refers to the polarisation;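 also: polarization taken with two DNA probes labelled with fluorescein and Texas red; potency is read from the fitted curve at half-maximal effect; % of control where 0% means no effect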
Target sequence (P11308 whole entry, looked up, the tested form may be a part): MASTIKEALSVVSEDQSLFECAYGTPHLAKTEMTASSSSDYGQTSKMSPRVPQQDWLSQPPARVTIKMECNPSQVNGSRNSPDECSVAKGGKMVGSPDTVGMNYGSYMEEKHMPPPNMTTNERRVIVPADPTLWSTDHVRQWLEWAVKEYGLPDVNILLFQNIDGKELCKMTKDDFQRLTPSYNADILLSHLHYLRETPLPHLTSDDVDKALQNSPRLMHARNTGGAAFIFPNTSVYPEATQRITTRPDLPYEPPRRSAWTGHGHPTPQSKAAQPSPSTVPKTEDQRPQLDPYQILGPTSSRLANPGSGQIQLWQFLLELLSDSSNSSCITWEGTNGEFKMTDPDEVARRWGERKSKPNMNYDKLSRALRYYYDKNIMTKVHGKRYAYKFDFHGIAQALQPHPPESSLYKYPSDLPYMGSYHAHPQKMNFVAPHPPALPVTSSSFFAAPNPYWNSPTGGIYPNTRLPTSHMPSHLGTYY
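His-tagged ERG Ets domain (1 uM in the protein solution; 300mM KCl, 50mM Tris-HCl, 1mM EDTA, 1mM DTT, pH 7.5) received compound, then a probe mix of 5 nM fluorescein-DNA and 100nM Texas-615-DNA. Fluorescence polarization was read for both dyes.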
JMJD2A Tudor inh = JMJD2A Tudor domain (human) inhibition | AID 504339 | O75164 | Potency, µM (top dose mostly 114 µM), for the others: at the highest dose activity change, negative = inhibition, most hits filed as inhibitors | AlphaScreen JMJD2A-Tudor / H3K4me3 peptide binding | 390,000 compounds, 4.4% hits; also: potency is read from the fitted curve at half-maximal effect; % is scaled to controls: 0 for no effect and ±100 for the full control effect; nearly all actives have a fitted effect of over 50% in size
PI4K2A block = PI4K2A (human) kinase inhibition; activity change, negative = inhibition, % at 76.9 µM; Q9BTU6; 420,000 compounds, 0.13% hits; purified PI4K2A, ADP-Glo luminescence, 1 h; active compounds read low; in the data active = activity change below about -50%; inconclusive = mostly about -30% to -49%;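 also: -100% = wells without enzyme as full effect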
Target sequence (Q9BTU6 whole entry, looked up): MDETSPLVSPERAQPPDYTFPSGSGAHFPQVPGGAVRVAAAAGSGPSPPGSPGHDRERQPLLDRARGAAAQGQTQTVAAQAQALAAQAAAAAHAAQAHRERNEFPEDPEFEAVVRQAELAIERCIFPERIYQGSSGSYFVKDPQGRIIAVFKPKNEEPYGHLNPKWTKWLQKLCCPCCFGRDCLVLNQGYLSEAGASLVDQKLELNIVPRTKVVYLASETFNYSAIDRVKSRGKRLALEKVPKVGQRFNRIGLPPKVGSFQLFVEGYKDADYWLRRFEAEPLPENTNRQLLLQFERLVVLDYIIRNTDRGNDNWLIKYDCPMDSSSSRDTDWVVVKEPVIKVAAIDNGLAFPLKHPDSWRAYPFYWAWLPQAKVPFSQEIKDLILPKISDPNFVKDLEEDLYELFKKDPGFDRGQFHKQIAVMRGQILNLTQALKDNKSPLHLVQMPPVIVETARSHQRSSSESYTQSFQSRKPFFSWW
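Compounds are screened against recombinant PI4K2A using PI as substrate and ATP, the latter dispensed at 300 microM. Reactions run one hour at ambient temperature before ADP-Glo detection; full inhibition defined by wells lacking enzyme.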
HP1b chromo inh = HP1-beta chromodomain-methylated histone interaction inhibition; 390,000 compounds, 0.56% hits; AlphaScreen HP1-beta / biotin-H3K9me3 peptide binding; Potency, µM (highest dose often 114 µM), for inactives: at the highest dose activity change, negative = inhibition, usual class: inhibitors; P83916; also: potency is read from the fitted curve at half-maximal effect; nearly all actives have a fitted effect of over 70% in size; inactives centre near 23
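HP1-beta protein (50 nM final) preincubated 30 min at room temperature with biotinylated H3(1-18)K9me3 peptide (50 nM) in PBS pH 7.4, 0.01% Tween-20, then compound added for 30 min. AlphaScreen streptavidin donor/nickel chelate acceptor beads (10 ug/mL final), 30 min dark, luminescence read.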
BAZ2B block = inhibitors of human BAZ2B bromodomain; AlphaScreen BAZ2B-H3K14Ac peptide displacement; Potency, µM (top dose mostly 114 µM), for inactives: at the highest dose activity change, negative = inhibition, hits mostly inhibitors; 360,000 compounds, 4.4% hits; also: potency is read from the fitted curve at half-maximal effect; % is scaled to controls: 0 for no effect and ±100 for the full control effect; nearly all actives have a fitted effect of over 60% in size
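Multi-concentration screen (max 110 uM) measuring displacement of acetylated histone H3 peptide from BAZ2B by AlphaScreen, using 50 nM protein, 50 nM peptide and 10 ug/mL streptavidin donor plus Ni-chelate acceptor beads.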
Tb PGK inh = T. brucei PGK inhibition; PGK/GAPDH coupled, Kinase-Glo luminescence, 60 min; Potency, µM (titrated, usually from 57.5 µM), for inactives: at the top dose activity change, negative = inhibition, most hits filed as inhibitors; 380,000 compounds, 0.043% hits; AID 602233; also: potency is read from the fitted curve at half-maximal effect; % is scaled to controls: 0 for no effect and ±100 for the full control effect; nearly all actives have a fitted effect of over 60% in size
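Luminescent ATP detection (Kinase-Glo Plus) follows a 60-minute room-temperature incubation, with wells lacking PGK as controls. Buffer: 100 mM TEA (pH 7.6), 5 mM MgCl2, 0.01% Tween-20. Coupling enzyme GAPDH (100 nM final) supplies unstable 1,3-BPG in-well.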
Pin1 inh = human Pin1 inhibition | Q13526 | Pin1 FP peptide displacement, HiFluor488, 10 min | Potency, µM (highest dose often 115 µM), for the others: top-dose activity, negative = inhibition, actives largely listed as inhibitors | 390,000 compounds, 0.009% hits | AID 504891; active = well fitted inhibition curve with a large enough effect in the polarisation, with a control signal flat, not every such curve was filed as active; inconclusive = small, poorly fitted or top-dose-only effect, or effect the other way, or a change in a side signal; inactive = no such curve, though single readings can be large or run the other way; the % refers to the polarisation; also: potency is read from the fitted curve at half-maximal effect; % is scaled to controls: 0 for no effect and ±100 for the full control effect
G9a block = inhibitors of human histone lysine methyltransferase G9a; Q96KQ7; 350,000 compounds, 8.8% hits; Potency, µM (top dose mostly 102 µM), for the others: top-dose activity, negative = inhibition, hits mostly inhibitors; AID 504332; G9a H3K9 monomethylation, AlphaScreen, 2 h; also: potency is read from the fitted curve at half-maximal effect; % is scaled to controls: 0 for no effect and ±100 for the full control effect; nearly all actives have a fitted effect of over 75% in size
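Compounds were preincubated with 20 nM G9a for 15 min, after which biotinylated H3K9 peptide (500 nM) and SAM (20 uM) started a 2 h room-temperature reaction. Monomethylated product was quantified by antibody-based AlphaScreen chemiluminescence.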
Numbers without * were called inactive; i = inactive; ? = inconclusive; / = not tested or not shown; [ ] = dose if it differs, or a comment. Unless noted, calls follow the shape of the dose curve; as a rule, active = well fitted curve in the direction sought with a large enough effect; inconclusive = small, poorly fitted or top-dose-only effect, or another doubt; inactive = no such curve, though single readings can be large; an effect the other way counts as inactive or inconclusive. Random draw from the library; 11% or so of the library scored in one or more.

SMILES | JMJD2A Tudor inh | ERG Ets-DNA blk | PI4K2A block | GLS inhibitor | HP1b chromo inh | BAZ2B block | Tb PGK inh | Pin1 inh | G9a block
COc1ccc(Cl)cc1S(=O)(=O)N1CCN(C)CC1 | -4% | 0% | -3 | 4% | 53%[activator] | -3% | -5% | 2% | -46%
COCCNC(=O)C(c1ccc(C)cc1)N(Cc1ccco1)C(=O)CCC(=O)Nc1ccccn1 (stereo unspecified) | -15% | 3% | -4 | 21% | 5% | -14% | -11% | 1% | 9%
Cc1ccc(Cl)cc1NC(=O)Cn1ncc2c(C)n(Cc3ccccc3F)c(C)c2c1=O | -25% | 8% | -7 | -3% | 15% | ? | i | ? | -24%[59 µM]
Cc1c(Cl)c([N+](=O)[O-])nn1CC(=O)NC(C)C1CC2CCC1C2 (stereo unspecified) | -13% | 10% | -10 | 4% | 17% | 8% | -2% | 0% | -11%
Cc1ccc2nc(SCC(=O)N3c4ccccc4CC3C)c(C)cc2c1 (stereo unspecified) | -11% | -3% | 3 | -3% | 9% | ? | i | -7% | 11%
Cc1ccccc1CCNC(=O)c1ccc2c(c1)c(C)c(C)n2C | ? | 9% | -4 | 2% | -10% | ? | 4% | 44%[activator] | ?
COC(=O)c1c(-c2ccc(SC)cc2)sc2ccc(OC)cc12 | 79%[activator] | 3% | -11 | 1% | 109%[activator] | / | -2% | 0% | /
CN1CC(=O)N(CC(=O)Nc2ccc(Cl)c(C(F)(F)F)c2)c2ccccc2C1=O | -19% | 1% | 1 | -4% | 31% | 4% | -7% | -7% | 7%[59 µM]
Cc1ccc(S(=O)(=O)CCC(=O)OC(C)C(=O)c2c(C)[nH]c3ccccc23)cc1 (stereo unspecified) | -3% | / | -6 | -8% | 41% | -8% | i | 0% | -7%[59 µM]
CC(=O)Nc1cnn(Cc2ccc(Br)cc2)c1 | 1% | 5% | 3 | -4% | 36% | -1% | 3% | -2% | 16%[59 µM]
COc1ccccc1NC(=O)C(C)Nc1ccc(C)c(Cl)c1 (stereo unspecified) | -8% | -6% | 2 | 37%[activator] | 10% | -27% | -4% | -3% | ?
COC(=O)CC1=C(C(=O)OC)C(c2cccs2)C(C#N)=C(N)O1 (stereo unspecified) | -31% | -16% | 2 | -7% | 64%[activator] | 4% | -2% | ? | ?
NC(=Nc1nc(-c2ccccn2)cc2ccccc12)c1ccccn1 | -29% | / | 2 | 3% | 19% | / | 0% | 10% | /
CC1CCN(S(=O)(=O)c2ccc3[nH]c(=O)cc(C(=O)O)c3c2)CC1 | -10% | 12% | 12 | -9% | 4% | -5% | i | -12% | -3%[12.7 µM]
Cc1cc(C)c(NC(=O)CCN2CCCCC2)c(C)c1 | -9% | 16% | 1 | -4% | 38% | 0% | -10% | -14% | 7%[59 µM]
Cc1ccc(N2CCN(S(=O)(=O)c3nnc(NC(=O)c4ccc(C(C)C)cc4)s3)CC2)cc1 | -11% | -2% | 4 | 0% | 16% | -22% | -7% | -9% | -5%[59 µM]
CCSc1ccccc1-c1nc(-c2ccncc2)no1 | 25% | 0% | 6 | -2% | 60%[activator] | 19% | -1% | 1% | 46%[activator]
COCCOC(=O)C1=C(C)NC(=O)NC1c1ccc(OC(=O)c2ccco2)c(OC)c1 (stereo unspecified) | -12% | 3% | 0 | 6% | 16% | -6% | -4% | 0% | 20%[59 µM]
CCCC(=O)C1C(=O)CC(C)(C)C(c2cc(C)no2)C1=O (stereo unspecified) | 50µM* | 0% | -6 | 2% | 10% | -11% | 1% | -1% | ?
CS(=O)(=O)N(CC(=O)Nc1ccc(F)cc1F)C1CCCCC1 | -3% | 2% | -5 | -12% | 51%[activator] | -6%[57.1 µM] | i | -3% | /
Cc1cccc(C(=O)N2CCCCCC2)c1[N+](=O)[O-] | -9% | -3% | -2 | 8% | -14% | -17% | / | -1% | -5%
COCC(=O)N(c1ccccc1)C(C)C(=O)OC (stereo unspecified) | -5% | -1% | 3 | -12% | 31%[activator] | 2% | / | 0% | -27%
Cc1cc(=O)n(CCc2ccccc2)c(O)c1C#N | ? | 2% | -3 | 24% | -11% | ? | -3% | 6% | ?
O=C(Nc1ccc2c(c1)OCO2)C1CCCN1C(=O)Nc1ccccc1 (stereo unspecified) | -15% | 0% | -3 | 2% | 26% | 0% | 0% | 8% | 13%
N#Cc1cccc(NC(=O)CCN2C(=O)C3CCCCC3C2=O)c1 (stereo unspecified) | ? | -15% | -2 | 1% | 34% | / | -7% | 1% | /
COc1ccccc1C(=O)n1nc(-c2ccccc2)nc1NCc1ccc(Cl)cc1 | -5% | 0% | 1 | 2% | 53%[activator] | 5% | -8% | 14% | 5%[59 µM]
O=C(CCC(=O)OCCCC(F)(F)C(F)(F)F)Nc1ccc(Cl)cc1Cl | 18% | 0% | -3 | 7% | 55%[activator] | ? | 4% | ? | 43%
CC(=O)N1c2ccc(S(=O)(=O)NCCC(=O)NCc3ccc(N(C)C)cc3)cc2CC1C (stereo unspecified) | ? | 3% | -1 | ? | 5% | ? | -1% | -3% | ?
O=C(Nc1ccc(Br)cc1)C1CC(O)CN1C(=O)OCc1ccccc1 (stereo unspecified) | -13% | 10% | 0 | 0% | -8% | -1% | i | -2% | 11%
Cc1cccc(NC(=O)CSc2nc(=O)n(Cc3cccnc3)c3c2CCC3)c1 | -12% | -5% | 3 | 3% | 26% | 10% | i | 2% | ?
CC1CN(Cc2ccccc2)c2nc3c(c(=O)[nH]c(=O)n3C)n2C1 (stereo unspecified) | -17% | 6% | -22 | 2% | -3% | -36% | -8% | 35%[activator] | -28%
C=CCN1C(=O)C(O)(CC(=O)c2ccc(OC)cc2OC)c2cc(Br)ccc21 (stereo unspecified) | -27%[11.4 µM] | 5% | -2 | -20% | -10% | 2% | -1% | -6% | 3%[59 µM]
CC(C)C1Oc2cc3oc(=O)ccc3cc2C1=O (stereo unspecified) | 1% | 11% | 4 | 3% | 33% | -12% | -5% | -12% | 79µM*
CCOc1ccc(Nc2cc(=O)n(C)c(=O)n2C)cc1 | -19% | -1% | 5 | 29% | 0% | -31% | i | ? | 2%
CC1Cc2ccccc2N1S(=O)(=O)c1cccc(C(=O)OCC(=O)NCc2ccco2)c1 (stereo unspecified) | -35% | 0% | 14 | 12% | -9% | -17% | 15% | 6% | ?
CC(C)CCN1CCN(Cc2ccc(Sc3nncn3C)o2)CC1CCO (stereo unspecified) | -10% | -5% | 6 | 9% | 14% | -21% | -1% | 2% | 36%
O=c1c2ccccc2oc2ccc(-c3ccc4[nH]ccc4c3)cc12 | -18% | -2% | -3 | 7% | 25% | / | -4% | 11% | /
CC1CCCCN1S(=O)(=O)c1ccc(S(=O)(=O)N2CCCC2)cc1 (stereo unspecified) | -5% | 4% | 2 | -8% | 37%[activator] | -12% | -2% | 0% | ?
Cc1[nH]n(-c2ccccc2)c(=O)c1C(=O)c1ccc([N+](=O)[O-])cc1 | -1% | 1% | -9 | -1% | 46%[activator] | -15% | -2% | -2% | 50µM*
CC1CN(C(=O)/C(=C/c2ccco2)NC(=O)c2ccccc2)CC(C)O1 (stereo unspecified) | -11% | 6% | 3 | 3% | 0% | -3% | -6% | 3% | 35µM*
COc1ccccc1OCCn1c(=O)oc2ccc(C)cc21 | 3% | -9% | -6 | -1% | 23% | -1% | -6% | -10% | 13%
c1cncc(-c2ccc3ncnc(NCc4cccs4)c3c2)c1 | ? | / | -6 | 2% | 11% | -25% | -6% | 10% | -8%[12.7 µM]
CCn1nc(C)c(CNC(=O)CCc2nnc(-c3ccc(C(C)=O)s3)o2)c1C | -6% | -9% | 5 | -2% | 57%[activator] | -5% | 6% | 1% | 3%
COc1cccc(NC(=S)N2CCCN(Cc3ccc(F)cc3)C2)c1 | -19% | 11% | -3 | 15% | 17% | -17% | -6% | -7% | -5%[59 µM]
CCc1ccc(CN(C)CC(=O)Nc2ccccc2[N+](=O)[O-])cc1 | ? | 12% | -2 | -2% | -24% | ? | -4% | 6% | 79µM*
CSc1cccc(NC(=O)CSc2ccc(C)cc2)c1 | -8% | -2% | 1 | 1% | 54%[activator] | -5% | 8% | ? | 24%[59 µM]
CCCCCc1ccc(-c2cn(CCCOCc3ccccc3)nn2)cc1 | 126%[activator] | -1% | -5 | -4% | 279%[activator] | 73%[activator] | i | -2% | 217%[activator]
CS(=O)(=O)N(CC(=O)Nc1c(F)cccc1F)c1ccc(C23CC4CC(CC(C4)C2)C3)cc1 | -10% | 1% | -5 | 4% | 12% | 10% | / | 2% | 12%[2.33 µM]
CN(CC(=O)Nc1ccc(F)cc1)CC(=O)Nc1ccc(Cl)c(S(=O)(=O)N2CCOCC2)c1 | -22% | 3% | -11 | -14% | -12% | -15% | -10% | 20% | 0%
Cn1c(CO)cnc1SCc1ccc(Cl)cc1 | -16% | -3% | -1 | 5% | 25% | -2% | 6% | 2% | -8%
